Compound activity (PubChem BioAssay)
M1 ag = M1 muscarinic receptor agonism; CHO-M1 cells, Fluo-4 calcium fluorescence, agonist mode; hits give high values; B-score at 10 µM; hit rate 3% among 64,000; AID 626;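 active = fluorescence rise, raw or as B-score row- and column-corrected plate score, outside the 99.7% band of its plate's samples, either direction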
M1 antagonist = M1 muscarinic receptor (rat) antagonism; P08482; CHO-M1 cells, Fluo-4 calcium, ACh EC80 antagonist mode; hits give low values; B-score at 10 µM; hit rate 3.4% among 64,000; AID 628;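 active = calcium fluorescence response, raw or row-and-column corrected B-score, differing from the plate sample mean either way at a set confidence level, mostly lower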
Autofluor 339 = intrinsic fluorescence of library compounds, ex339/em460 – biochemical, MLSMR library, data from DPM-DC assay, artefact control, profiling panel | hit rate 5.5% among 65,000 | fluorescence fold increase at 10 µM | compound autofluorescence, ex339/em460 nm, NADH buffer; hits give high values; 1 = no-compound wells, NADH background;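 active = at 10 µM, mean starting fluorescence two-fold or more over control wells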;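 also: signal is the first read of a kinetic run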
Hsp90 block = displaces geldanamycin probe from tumor Hsp90; NCI-N417 lysate Hsp90, Cy3B-geldanamycin FP displacement; inhibition, % at 30 µM; hit rate 0.35% among 64,000; AID 429;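 active = inhibition above 50%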;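 also: 0% = tracer plus lysate wells and 100% = tracer alone without lysate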
Ec RNAP inh = blocks E. coli RNA polymerase transcription; P0A8V2; fluorescence transcription assay; inhibition, %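 (tested at 10 µM)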; hit rate 0.2% among 62,000; in the data active = inhibition above about 20%;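 also: 0% = enzyme without compound and 100% = no enzyme blank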
NADH enzymes = blocks coupling enzymes of NAD/NADH assays. IC50, µM (series often up to 10 µM), for the others: at the top dose inhibition. hit rate 0.02% among 65,000. coupled PK/LDH NADH assays, four targets;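 active = single-dose screening hits from any of four coupled enzyme assays that gave an IC50 when retested across doses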;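 also: the DPM-DC format reads NADH fluorescence rather than 340 nm absorbance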
Her2 expr inh = Her2 kinase expression inhibition; AID 645; SKBR-3 HER2 protein level, AlphaScreen, 18-24 h; hits give low values; HER2 level % of control, % at 10 µM; hit rate 0.69% among 65,000; P04626;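 active = HER2 level under 5% of the carrier-only control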;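 also: 100% = DMSO carrier and 0% = 500 nM PU-H71 HSP90 inhibitor; lower value means stronger loss of Her2 protein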
Target sequence (P04626 whole entry, looked up): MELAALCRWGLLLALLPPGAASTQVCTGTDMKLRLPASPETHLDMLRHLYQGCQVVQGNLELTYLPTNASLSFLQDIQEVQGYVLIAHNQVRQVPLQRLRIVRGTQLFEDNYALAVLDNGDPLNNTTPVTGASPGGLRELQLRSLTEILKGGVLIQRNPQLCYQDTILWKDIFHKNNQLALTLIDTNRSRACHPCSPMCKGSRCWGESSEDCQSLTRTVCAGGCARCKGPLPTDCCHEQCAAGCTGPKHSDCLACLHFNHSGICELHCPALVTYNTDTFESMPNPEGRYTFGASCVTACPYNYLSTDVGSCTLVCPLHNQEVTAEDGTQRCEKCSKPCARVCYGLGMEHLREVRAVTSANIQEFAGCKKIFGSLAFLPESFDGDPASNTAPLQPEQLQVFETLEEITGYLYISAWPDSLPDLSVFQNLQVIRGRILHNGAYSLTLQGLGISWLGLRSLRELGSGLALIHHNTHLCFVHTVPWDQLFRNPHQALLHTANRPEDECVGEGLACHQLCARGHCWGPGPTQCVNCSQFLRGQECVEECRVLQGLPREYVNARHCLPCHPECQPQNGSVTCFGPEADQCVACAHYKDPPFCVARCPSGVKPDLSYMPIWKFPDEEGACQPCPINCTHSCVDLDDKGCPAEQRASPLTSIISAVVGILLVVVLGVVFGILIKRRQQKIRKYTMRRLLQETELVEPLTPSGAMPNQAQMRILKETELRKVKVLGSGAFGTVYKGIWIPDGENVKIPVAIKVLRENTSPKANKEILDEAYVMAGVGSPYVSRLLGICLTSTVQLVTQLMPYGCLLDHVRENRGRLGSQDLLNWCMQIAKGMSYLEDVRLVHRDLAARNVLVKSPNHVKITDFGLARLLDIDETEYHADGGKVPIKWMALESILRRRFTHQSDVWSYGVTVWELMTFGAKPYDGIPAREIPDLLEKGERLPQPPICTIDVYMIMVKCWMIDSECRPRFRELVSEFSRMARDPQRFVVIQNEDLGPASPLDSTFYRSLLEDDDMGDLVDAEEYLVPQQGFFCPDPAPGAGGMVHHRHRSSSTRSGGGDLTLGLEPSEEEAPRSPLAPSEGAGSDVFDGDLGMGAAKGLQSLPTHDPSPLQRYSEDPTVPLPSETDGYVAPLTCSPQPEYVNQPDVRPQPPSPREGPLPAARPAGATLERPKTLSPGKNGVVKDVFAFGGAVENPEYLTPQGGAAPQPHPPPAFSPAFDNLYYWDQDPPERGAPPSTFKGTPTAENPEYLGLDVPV
An asterisk follows results filed as active; nt = not tested or not shown; & = joins results of further samples. Only part of the results is shown. The share of hits here may be higher or lower than overall.

cpd	compound	Autofluor 339	Hsp90 block	Ec RNAP inh	M1 ag
1	C[C@@H](Oc1ccc(Oc2cnc3ccc(Cl)cc3n2)cc1)C(=O)O	nt	2.6	nt	nt
2	CC(=O)OCC1=C(C(=O)O)N2C(=O)[C@@H](NC(=O)CSc3ccncc3)[C@H]2SC1	nt	-3.0	nt	nt
3	CCN(c1nc(N)c(C(=O)N=C(N)N)nc1Cl)C(C)C	nt	-4.2	nt	nt
4	CCC(C)NCCNc1cc(OC)cc2cccnc12 (stereo not drawn)	nt	127.4*	nt	nt
5	S=C(Nc1ccccc1)Nc1nccs1	nt	-1.8	nt	nt
6	O=c1[nH]c2ccccc2c2ccccc12	nt	4.8	nt	nt
7	CN(CCOc1ccc(C[C@H](Nc2ccccc2C(=O)c2ccccc2)C(=O)O)cc1)c1ccccn1	nt	-4.3	nt	nt
8	C#CCn1c(=O)c2c(ncn2C)n(C)c1=O	nt	-0.5	nt	nt
9	N[C@@H](COP(=O)(O)O)C(=O)O	nt	-0.1	nt	nt
10	CC(C)(C(=O)O)c1ccc(C(O)CCCN2CCC(C(O)(c3ccccc3)c3ccccc3)CC2)cc1 (stereo not drawn)	nt	-0.5	nt	nt

cpd	Her2 expr inh	M1 antagonist	NADH enzymes
1	nt	nt	nt
2	nt	nt	nt
3	nt	nt	nt
4	nt	nt	nt
5	nt	nt	nt
6	nt	nt	nt
7	nt	nt	nt
8	nt	nt	nt
9	nt	nt	nt
10	nt	nt	nt

Of the compounds above, two contain four or more nitrogen atoms.
cpd	compound	Autofluor 339	Hsp90 block	Ec RNAP inh	M1 ag
3	CCN(c1nc(N)c(C(=O)N=C(N)N)nc1Cl)C(C)C	nt	-4.2	nt	nt
8	C#CCn1c(=O)c2c(ncn2C)n(C)c1=O	nt	-0.5	nt	nt

cpd	Her2 expr inh	M1 antagonist	NADH enzymes
3	nt	nt	nt
8	nt	nt	nt

Other compounds
cpd	compound	Autofluor 339	Hsp90 block	Ec RNAP inh	M1 ag
11	O=C(O)/C=C/C(O)c1ccc(Cl)cc1 (stereo not drawn)	nt	-3.4	nt	nt
12	CC1(C)CCC(NC(=O)[C@@H](N)CCC(=O)O)CC1	nt	1.6	nt	nt
13	CC(N)(Cc1ccc(O)cc1)C(=O)O (stereo not drawn)	nt	1.5	nt	nt
14	CC(C)(C)OC(=O)n1ccc2c(NCCCN)ncnc21	nt	-0.7	nt	nt
15	CCn1c(=O)c2[nH]c(-c3ccccc3)nc2n(CC)c1=O	nt	0.4	nt	nt
16	CN(C)CCOC(=O)COc1ccc(Cl)cc1	nt	0.9	nt	nt
17	Oc1ccc(Cn2cc[nH]c2=S)cc1	nt	-2.1	nt	nt
18	COC(=O)C(C)(N)Cc1ccc(O)cc1 (stereo not drawn)	nt	-2.3	nt	nt
19	CC(=O)NNC(=O)N1Cc2ccccc2Oc2ccc(Cl)cc21	nt	-0.7	nt	nt
20	N[C@@H](Cc1cnc[nH]1)C(=O)O	nt	-1.0	nt	nt

cpd	Her2 expr inh	M1 antagonist	NADH enzymes
11	nt	nt	nt
12	nt	nt	nt
13	nt	nt	nt
14	nt	nt	nt
15	nt	nt	nt
16	nt	nt	nt
17	nt	nt	nt
18	nt	nt	nt
19	nt	nt	nt
20	nt	nt	nt

7 records picked at random from those above, as already listed:
cpd	compound	Autofluor 339	Hsp90 block	Ec RNAP inh	M1 ag
18	COC(=O)C(C)(N)Cc1ccc(O)cc1 (stereo not drawn)	nt	-2.3	nt	nt
14	CC(C)(C)OC(=O)n1ccc2c(NCCCN)ncnc21	nt	-0.7	nt	nt
11	O=C(O)/C=C/C(O)c1ccc(Cl)cc1 (stereo not drawn)	nt	-3.4	nt	nt
20	N[C@@H](Cc1cnc[nH]1)C(=O)O	nt	-1.0	nt	nt
19	CC(=O)NNC(=O)N1Cc2ccccc2Oc2ccc(Cl)cc21	nt	-0.7	nt	nt
15	CCn1c(=O)c2[nH]c(-c3ccccc3)nc2n(CC)c1=O	nt	0.4	nt	nt
12	CC1(C)CCC(NC(=O)[C@@H](N)CCC(=O)O)CC1	nt	1.6	nt	nt

cpd	Her2 expr inh	M1 antagonist	NADH enzymes
18	nt	nt	nt
14	nt	nt	nt
11	nt	nt	nt
20	nt	nt	nt
19	nt	nt	nt
15	nt	nt	nt
12	nt	nt	nt

Next results.
cpd	compound	Autofluor 339	Hsp90 block	Ec RNAP inh	M1 ag
21	CCCCCCCCCCC/C=C\C(C)(C)/C=C\CCCC(=O)O	nt	0.7	nt	nt
22	Cc1ccc(C2CC(c3ccco3)n3ncnc3N2)cc1 (stereo not drawn)	nt	nt	5.0	-1.04
23	C#C[C@]1(O)CC[C@H]2[C@@H]3CCc4cc(OC)ccc4[C@H]3CC[C@@]21C	1.11	nt	nt	nt
24	CO[C@@]1(NC(=O)Cc2cccs2)C(=O)N2C(C(=O)O)=C(COC(N)=O)CS[C@@H]21	1.12	nt	nt	nt
25	O=C(O)CN(CCO)CCN(CC(=O)O)CC(=O)O	1.07&1.14	nt	nt	nt
26	CO/N=C(\C(=O)N[C@@H]1C(=O)N2C(C(=O)O)=C(COC(N)=O)CS[C@H]12)c1ccco1	1.12	nt	nt	nt
27	NC(=O)c1cccnc1	1.12	nt	nt	nt

cpd	Her2 expr inh	M1 antagonist	NADH enzymes
21	nt	nt	nt
22	nt	-0.827	nt
23	80.4	nt	1.0%
24	108.5	nt	1.0%
25	116.3&91.1	nt	0.0%&0.0%
26	118.8	nt	3.0%
27	100.3	nt	1.0%
